Compound activity deposited in PubChem by Johns Hopkins Ion Channel Center.
TRPC4 block: TRPC4 (mouse) channel inhibition | HEK293 TRPC4beta/mu-opioid, DAMGO-evoked Fluo4 calcium flux; active compounds read low | B-score at 10 µM | actives 0.39% (n = 300,000) | AID 2247;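 active means B-score over 3 SD under the library average, no early fluorescence shift, positive overall ratio signal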
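test system = HEK293 cells with stable TRPC4beta plus mu-opioid receptor expression | detection = Fluo4 Ca2+ flux fluorescence | read-out = integrated fluorescence ratio relative to baseline, converted to per-well B score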
RGS4 inh: inhibitors of human RGS4. P49798. HEK293 M3R/RGS4 inducible, Fluo-4 calcium flux; active compounds read high; triggered by carbachol at its EC20. B-score at 10 µM. actives 0.45% (n = 310,000);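 active means B-score, a plate-corrected calcium signal, over three deviations above library mean, with baseline fluorescence within five deviations of library mean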;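 further: RGS4 expression induced by doxycycline in cells with stable M3 receptor; B-score is computed from the integrated fluorescence ratio over baseline after carbachol; higher B-score means a larger calcium signal and so more RGS4 inhibition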
Target sequence (P49798 whole entry, looked up): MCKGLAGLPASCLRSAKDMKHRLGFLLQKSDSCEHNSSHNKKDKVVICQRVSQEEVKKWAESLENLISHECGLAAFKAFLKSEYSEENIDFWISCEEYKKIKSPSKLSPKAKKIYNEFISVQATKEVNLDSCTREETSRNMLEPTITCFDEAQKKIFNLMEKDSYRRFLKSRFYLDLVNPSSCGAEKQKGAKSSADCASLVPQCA
MrgX1 allo act: allosterically activates human MrgX1 receptor signaling; actives 0.63% (n = 310,000); B-score at 10 µM; MrgX1-HEK293, Fluo-4 calcium flux, FDSS; active compounds read high;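 active means plate-corrected calcium response at least 3 library SD above typical, normal starting fluorescence, not activating the receptor alone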;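 further: compound read alongside a low EC10 to EC30 dose of BAM8-22 agonist; peak minus trough fluorescence over baseline measured at the second addition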
TRPC6 act: activates the mouse TRPC6 cation channel; actives 0.13% (n = 310,000); Q61143; B-score at 10 µM; HEK293-TRPC6 membrane potential dye fluorescence; active compounds read high;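 active means B-score of the integrated fluorescence ratio above library mean plus 3 SD, and starting fluorescence ratio within library mean plus 5 SD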;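 further: higher score means more depolarization so channel activation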
Target sequence (Q61143 whole entry, looked up): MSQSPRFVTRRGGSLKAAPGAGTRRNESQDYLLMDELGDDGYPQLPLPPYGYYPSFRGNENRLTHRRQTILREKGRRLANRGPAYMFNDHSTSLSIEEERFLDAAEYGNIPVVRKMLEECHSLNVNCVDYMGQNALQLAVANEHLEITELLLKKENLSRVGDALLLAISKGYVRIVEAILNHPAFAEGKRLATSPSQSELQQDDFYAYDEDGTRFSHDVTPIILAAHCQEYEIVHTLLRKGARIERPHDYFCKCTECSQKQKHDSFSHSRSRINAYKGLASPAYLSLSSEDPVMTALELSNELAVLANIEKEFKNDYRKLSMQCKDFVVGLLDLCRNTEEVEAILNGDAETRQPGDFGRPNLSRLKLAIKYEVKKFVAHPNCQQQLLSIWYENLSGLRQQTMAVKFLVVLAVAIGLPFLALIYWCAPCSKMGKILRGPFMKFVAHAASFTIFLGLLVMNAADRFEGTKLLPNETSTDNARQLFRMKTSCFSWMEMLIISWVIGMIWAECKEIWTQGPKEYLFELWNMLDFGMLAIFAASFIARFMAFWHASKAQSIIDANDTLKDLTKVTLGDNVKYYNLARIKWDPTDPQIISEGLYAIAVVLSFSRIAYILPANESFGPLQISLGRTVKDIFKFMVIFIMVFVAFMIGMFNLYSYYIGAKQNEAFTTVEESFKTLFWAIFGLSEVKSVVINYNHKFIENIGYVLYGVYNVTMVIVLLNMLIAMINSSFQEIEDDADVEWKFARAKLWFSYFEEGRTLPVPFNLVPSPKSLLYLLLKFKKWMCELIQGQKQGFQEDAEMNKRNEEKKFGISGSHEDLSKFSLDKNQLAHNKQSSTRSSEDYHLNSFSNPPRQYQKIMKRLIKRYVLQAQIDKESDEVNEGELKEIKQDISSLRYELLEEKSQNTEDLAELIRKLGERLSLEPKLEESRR
TRPC4 potent: allosteric potentiators of mouse TRPC4 channel | Q9QUQ5 | HEK293 TRPC4beta/mu-opioid, DAMGO EC20, Fluo-4 Ca2+ flux; active compounds read high | B-score at 10 µM | actives 0.42% (n = 310,000);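 active means B-score of calcium response area above 5 SD of library B-scores, with initial fluorescence ratio within 5 SD of library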;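 further: B-score of integrated fluorescence ratio over time as area under calcium response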
MrgX1 antag: antagonists of human MrgX1 receptor | Q96LB2 | MRGX1-HEK293 calcium flux, Fluo-4, BAM8-22 antagonism; active compounds read low | B-score at 10 µM | actives 1.3% (n = 310,000) | AID 588676;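 active means calcium-response B-score plate-corrected more than 3 library SD below zero, starting fluorescence within 5 deviations, no agonist response on first addition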;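 further: peak minus trough fluorescence over baseline after final BAM8-22 challenge near maximal dose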
TMEM16A act: activators or potentiators of mouse TMEM16A chloride channel | actives 0.3% (n = 340,000) | AID 623877 | B-score at 10 µM | Q8BHY3 | HEK293 TMEM16A/YFP-H148Q/I152L, iodide quench fluorescence; active compounds read low;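 active means fluorescence-ratio B-score plate-corrected deviation score at least 3 library SD below zero, with starting fluorescence score within 5 deviations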;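 further: channel opened by trigger with iodide after compound preincubation; score built on the fluorescence ratio of max minus min over baseline; more negative score means more quench and so TMEM16A activation or potentiation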
TMEM16A inh: inhibitors of mouse TMEM16A calcium-activated chloride channel. AID 588511. HEK293 TMEM16A/YFP iodide influx fluorescence, ionomycin. normalized B-score (activity score, 25-100; higher = stronger inhibition) at 10 µM. Q8BHY3. actives 1.2% (n = 310,000);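 active means ratio plate-corrected score three or more library SD toward inhibition, starting fluorescence score within five deviations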;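 further: score derived from kinetic fluorescence span divided by baseline fluorescence per well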
MrgX1 agonist: human MrgX1 receptor agonism, primary screen; MrgX1-HEK293 cells, Fluo-4 calcium fluorescence, agonist mode; active compounds read high; B-score at 10 µM; Q96LB2; AID 588627; actives 0.44% (n = 310,000);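 active means calcium response B-score plate-corrected fluorescence ratio at least 3 library SD, with starting fluorescence B-score inside 5 SD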
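times = overnight plating, then 30 min 37 °C plus 30 min room-temperature dye loading | assay system = stable human MrgX1 HEK293 cell line | input = fifteen thousand cells per well | signal = kinetic calcium dye fluorescence, Fluo-4 NW | dosing = compound delivered in addition one of three | read-out = B-scored fluorescence response ratio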
TRPC4 act: TRPC4 (mouse) channel activation. HEK293 TRPC4beta/mu-opioid, Fluo4 calcium fluorescence; active compounds read high. AID 2237. B-score at 10 µM. Q9QUQ5. actives 0.49% (n = 310,000);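 active means B-score above 5 SD of library B-scores, and initial fluorescence ratio not above library mean plus 5 SD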;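 further: positive B-score marks a calcium rise read as TRPC4 activation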
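Material: TRPC4beta and mu-opioid receptor HEK293 stable cells | Incubation: 45 min room-temperature Fluo4 loading, 110 s read | Detection: Kinetic Fluo4 calcium fluorescence | Measure: Integrated baseline-normalised fluorescence ratio, converted to per-well B score | Benchmarks: Low control buffer alone, high control maximal DAMGO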
TRPC6 inhibitor: mouse TRPC6 channel inhibition | HEK293-TRPC6, membrane potential dye, ACh-evoked depolarization; active compounds read low | Q61143 | B-score at 10 µM | actives 1.1% (n = 310,000) | AID 2553;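 active means B-score under library mean minus 3 SD, initial fluorescence not abnormally high, positive integrated signal ratio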;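 further: B-score derived from integrated fluorescence ratio over the kinetic read; more negative B-score means stronger inhibition of depolarization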
Active calls of the source: *; i = inactive; . = not tested or not shown.

cpd	Structure	TRPC4 act	TRPC4 potent	MrgX1 allo act	TMEM16A inh	MrgX1 antag	TRPC6 act	MrgX1 agonist	TRPC4 block	TRPC6 inhibitor	RGS4 inh	TMEM16A act
1	COC(=O)c1ccc(CNC(=O)COC(=O)CC23CC4CC(CC(Br)(C4)C2)C3)cc1	i	i	i	25*	i	i	i	i	i	i	i
2	Cc1cccc(-c2n[nH]c(=S)n2-c2ccccc2)c1[N+](=O)[O-]	i	i	i	i	i	i	i	i	i	i	i
3	CCOC(=O)c1c(C)nc2sc3c(=O)n(-c4ccc(C(C)=O)cc4)cnc3c2c1-c1ccc(Cl)cc1	i	i	i	i	i	i	i	i	i	i	i
4	COCCCn1c(SCC(=O)NC2CCCCC2)nnc1-c1ccncc1	i	i	i	i	i	i	i	i	i	i	i
5	O=C1CCCCC/C1=N/Nc1ccc(OCc2ccccc2)cc1	i	i	i	i	i	i	i	i	i	i	i
6	CN1C(=O)c2ccccc2C(C(=O)O)C1c1cccc(F)c1 (configuration not stated)	i	i	i	i	i	i	i	i	i	i	i
7	Cn1nc(OCc2ccccc2)ccc1=O	i	i	i	i	i	i	i	i	i	i	i
8	CCOc1ccc(NC(=O)NC2CCS(=O)(=O)C2)cc1 (configuration not stated)	i	i	i	i	i	i	i	i	i	i	i
9	Cc1ccc(S(=O)(=O)NNC(=O)CCC(=O)Nc2ccccc2Cl)cc1	i	i	i	i	i	i	i	i	i	i	i
10	CN1CCN(S(=O)(=O)c2ccccc2)CC1	i	i	i	i	i	i	i	i	i	i	i
11	CCc1ccc(OCCCCCn2ccnc2)cc1	i	i	i	i	i	i	i	i	i	i	i
12	COc1ccccc1NC(=O)NCCCN1CCN(c2cccc(Cl)c2)CC1	i	i	i	i	i	i	i	i	i	i	i
13	CCOC(=O)C1=C(C)N2C(=C(C#N)[C@@H]1c1ccc(C(=O)OC)cc1)SC[C@@]2(O)C(C)(C)C	i	i	i	i	i	i	i	i	i	i	i
14	COc1ccc(C(C(=O)NC2CCCCC2)N(C(=O)c2ccco2)c2ccc(-n3cnnn3)c(C)c2)cc1 (configuration not stated)	i	i	i	i	i	i	i	i	i	i	i
15	Cc1nc(SCc2ccc(O)c([N+](=O)[O-])c2)c([N+](=O)[O-])[nH]1	i	i	i	i	i	i	i	i	i	i	i
16	CCCN(CCC)c1nc(-c2ccccn2)nc2ccccc12	i	i	i	i	i	i	i	i	-5.55*	i	i
17	COc1ccc(CCNC(=O)CSc2ccccc2)cc1OC	i	i	i	i	i	i	i	i	i	i	i
18	O=C(CSc1nncs1)Nc1ccc(S(=O)(=O)N2CCCC2)cc1	i	i	i	i	i	i	i	i	i	i	i
19	Cc1ccccc1NC(=O)NC1(C(=O)N2CCC(C(N)=O)CC2)CCCCC1	i	i	i	i	i	i	i	i	i	i	i
20	Cc1ccc(NC(=S)N/N=C2\CC3CC=CC23)c(C)c1 (configuration not stated)	i	i	i	i	i	i	i	i	i	i	i
21	Cc1cc(C)nc(NC(=O)C2c3ccccc3Oc3ccccc32)n1	i	i	i	i	i	i	i	i	i	i	i
22	CC(C)(C)NC(=O)Cn1nnc(-c2ccc(S(C)(=O)=O)cc2)n1	i	i	i	i	i	i	i	i	i	i	i
23	CCN1C(=O)N(C)C(N(O)C(=O)NC)C1(C)C (configuration not stated)	i	i	i	i	i	i	i	i	i	i	i
24	CN(C)S(=O)(=O)c1cc(NC(=O)CN2CCN(c3ccccc3F)CC2)ccc1Cl	i	i	i	i	i	i	i	i	i	i	i
25	O=C1NC(=S)S/C1=C\c1ccc(SCc2ccco2)o1	.	.	i	i	i	.	i	.	.	.	i
26	CCN(CC)CCOC(=O)c1cc(Cl)c(N)cc1OC	.	.	i	i	i	.	i	.	.	.	i
27	Cc1ccn2cc(C(=O)NCc3ccco3)nc2c1	i	i	i	i	i	i	i	i	i	i	i
28	COCCN(Cc1cc2ccc(C)cc2[nH]c1=O)S(=O)(=O)c1ccccc1	i	i	i	i	i	i	i	i	i	i	i
29	CCOc1ccccc1/C=C/c1nc2ccccc2[nH]c1=O	i	i	i	i	i	i	i	i	i	i	i
30	O=C(CCC1CCCN(C(=O)c2ccc(F)c(F)c2)C1)N1CCN(c2ccccn2)CC1 (configuration not stated)	i	i	i	i	i	i	i	i	i	i	i
31	O=C(O)c1ccccc1C(=O)NCc1c(Cl)cccc1Sc1ccc(Cl)cc1	i	i	i	i	i	i	i	i	i	i	i
32	O=C(O)/C=C/S(=O)(=O)c1ccc2ccccc2c1	i	i	i	i	i	i	i	i	i	i	i
33	CN(C)c1ccc(Sc2nnc(NC(=O)Nc3ccc(Cl)cc3Cl)s2)cc1	i	i	i	i	i	i	i	i	i	i	i
34	COc1ccc(S(=O)(=O)N(C)CC(=O)N2CCN(c3ccc(F)cc3)CC2)cc1OC	i	i	i	i	i	i	i	.	i	i	i
35	Cc1ccc(N(CC(=O)NC2CCCC2)C(=O)CCC(=O)Nc2nc(C)cs2)cc1	i	i	i	i	i	i	i	i	i	i	i
36	CCOCCN(C=O)c1cccc(OC)c1	i	i	i	i	i	i	i	i	i	i	i
37	CC1=C(C(=O)N2CCOCC2)C(c2cccs2)NC(=O)N1 (configuration not stated)	i	i	i	i	i	i	i	i	i	i	i
38	CCn1cnc2c1c(=O)n(CC(=O)NN)c(=O)n2Cc1ccccc1	i	i	i	i	i	i	i	i	i	i	i
39	O=C(CSc1nc2scc(-c3ccccc3)c2c(=O)[nH]1)N1CCCCC1	i	i	i	i	i	i	i	i	i	i	i
40	COc1ccc(/C=N/OC(=O)Nc2ccccc2)cc1[N+](=O)[O-]	i	i	i	i	i	i	i	i	i	i	i
41	NC(=O)CC(NC(=O)c1ccccc1)c1ccc(N2CCCCCCC2)c([N+](=O)[O-])c1 (configuration not stated)	i	i	i	i	i	i	i	i	i	i	i
42	COc1ccc2c(c1)c(CC(=O)Nc1ccc(C)cc1)c(C)n2C(=O)c1ccc(Cl)cc1	i	i	i	i	i	i	i	i	i	i	i
43	N#CCCn1cc(C(=O)Nc2ccc(C(=O)O)cc2)c(-c2cccc(Br)c2)n1	70*	i	i	i	i	i	i	i	i	i	i
44	CCOC(=O)CCN(Cc1sccc1C)S(=O)(=O)c1ccc(F)cc1	i	i	i	i	i	i	i	i	i	i	i
45	Cc1c(C(=O)NCCSCc2ccc(F)cc2)cnn1-c1ccc(Cl)cc1	i	i	i	i	i	i	i	i	i	i	i
46	CSc1nc(N2CCCC2)c2c(c1C#N)CC(C)(C)OC2	i	i	i	i	i	i	i	i	i	i	i
47	CCCn1c(=N)c(C(=O)NCC2CCCO2)cc2c(=O)n3cccc(C)c3nc21 (configuration not stated)	i	i	i	i	i	i	i	i	i	i	i
48	O=C(O)C1=C[C@H](c2ccc(F)cc2)C[C@H](OCCCCO)O1	i	i	i	i	i	i	i	i	i	i	i
49	COc1ccccc1/C=C/C(=O)N1CCOCC1	i	i	i	i	i	i	i	i	i	i	i
50	O=C(Nc1cccc(C(F)(F)F)c1)C1CCCO1 (configuration not stated)	i	i	i	i	i	i	i	i	i	i	i
51	Cc1nn(C(=O)CCC(=O)NCc2ccc(OC(C)C)cc2)c2ccccc12	i	i	i	i	i	i	i	i	i	i	i
52	CC(O)C(=O)N/N=C/c1cccc(Cl)c1Cl (configuration not stated)	i	i	i	i	i	i	i	i	i	i	i
53	CC1(C)COC(c2cccn2Cc2ccc(F)cc2Cl)=N1	i	i	i	i	i	i	i	i	i	i	i
54	CCN1CCN(Cc2nc3c(c(=O)n(C)c(=O)n3C)n2CC(=O)c2ccccc2)CC1	i	i	i	i	i	i	i	i	i	i	i
55	CCCSc1nnc(NC(=O)CCc2ccccc2)s1	i	i	i	i	i	i	i	i	i	i	i
56	O=C(c1cccc(S(=O)(=O)N2CCOCC2)c1)N1CCCC(C(F)(F)F)C1 (configuration not stated)	i	i	i	i	i	i	i	i	i	i	i

(continued)
cpd	Structure	TRPC4 act	TRPC4 potent	MrgX1 allo act	TMEM16A inh	MrgX1 antag	TRPC6 act	MrgX1 agonist	TRPC4 block	TRPC6 inhibitor	RGS4 inh	TMEM16A act
57	COc1ccc(NC(=S)NCc2ccc3c(c2)OCO3)cc1	i	i	i	i	i	i	i	i	i	i	i
58	COc1cccc(/C=N/NC(=O)c2cc3c(OC)ccc(OC)c3[nH]2)c1O	i	i	i	i	i	i	i	i	i	i	i
59	O=C(Nc1nnc(-c2ccc3c(c2)CCCC3)o1)C1CCCCC1	i	i	i	i	i	i	i	i	i	i	i
60	O=C(NC(=S)Nc1ccccc1)C1CCCCC1	i	i	i	i	i	i	i	i	i	i	i
61	c1ccc(C2CNCc3c2ccc2ccccc32)cc1 (configuration not stated)	i	i	i	i	i	i	i	i	-5*	i	i
62	CCOC(=O)C1=C(CC)Nc2ccccc2N=C1NC(=O)Nc1ccccc1OC	i	i	i	i	i	i	i	i	i	i	i
63	COc1ccc(NC(=O)NC2(C(=O)N3CCCC3)CCCCC2)cc1	i	i	i	i	i	i	i	i	i	i	i
64	O=C(Nc1cccc(-c2nc3ccccc3o2)c1)c1cccnc1	i	i	i	i	i	i	i	i	i	i	i
65	Cc1ccc(C(=O)N2CCCC(C(=O)c3cc(F)ccc3F)C2)s1 (configuration not stated)	i	i	i	i	i	i	i	i	i	i	i
66	C/C(CC(=O)NCc1ccco1)=N\NC(=O)C(c1ccccc1)c1ccccc1	i	i	i	i	i	i	i	i	i	i	i
67	CCOc1ccc2nc(NC(=O)CN3CCN(c4ccccn4)CC3)sc2c1	i	i	i	i	i	i	i	i	i	i	.
68	O=C(C1CC(c2ccccc2O)=NO1)N1CCc2ccccc2C1 (configuration not stated)	i	i	i	i	i	i	i	i	i	i	i
69	CN(Cc1nc(-c2cnccn2)no1)Cc1cccc2ccccc12	i	i	i	i	i	i	i	i	i	i	i
70	O=C(Nc1cccc(NC(=O)c2ccccc2[N+](=O)[O-])n1)c1ccccc1[N+](=O)[O-]	i	i	i	i	i	i	i	i	i	i	i
71	C/C(=N\N(c1ccccc1)c1ccccc1)c1ccc(N)cc1	i	24*	i	i	i	i	i	i	i	i	i
